# GSK3A inh = human GSK-3 alpha kinase inhibition | P49840 | ADP-Glo luminescence, 60 min | 0.1% of 320,000 active | inhibition, % at 10 µM;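 in the data active = inhibition above about 50%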;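 also: GST-tagged GSK-3 alpha with peptide substrate and 25 µM ATP; 0% = DMSO neutral wells and 100% = GW8510 positive control wells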
# KCNQ1 act = potentiators or activators of human KCNQ1 potassium channel; 0.35% of 310,000 active; B-score at 10 µM; CHO-K1 KCNQ1, thallium flux FluxOR fluorescence; stronger effect = higher value; P51787;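 active = fluorescence ratio B-score, a plate-corrected score, at least three library SD, with initial intensity B-score within 5 SD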
# Target sequence (P51787 whole entry, looked up): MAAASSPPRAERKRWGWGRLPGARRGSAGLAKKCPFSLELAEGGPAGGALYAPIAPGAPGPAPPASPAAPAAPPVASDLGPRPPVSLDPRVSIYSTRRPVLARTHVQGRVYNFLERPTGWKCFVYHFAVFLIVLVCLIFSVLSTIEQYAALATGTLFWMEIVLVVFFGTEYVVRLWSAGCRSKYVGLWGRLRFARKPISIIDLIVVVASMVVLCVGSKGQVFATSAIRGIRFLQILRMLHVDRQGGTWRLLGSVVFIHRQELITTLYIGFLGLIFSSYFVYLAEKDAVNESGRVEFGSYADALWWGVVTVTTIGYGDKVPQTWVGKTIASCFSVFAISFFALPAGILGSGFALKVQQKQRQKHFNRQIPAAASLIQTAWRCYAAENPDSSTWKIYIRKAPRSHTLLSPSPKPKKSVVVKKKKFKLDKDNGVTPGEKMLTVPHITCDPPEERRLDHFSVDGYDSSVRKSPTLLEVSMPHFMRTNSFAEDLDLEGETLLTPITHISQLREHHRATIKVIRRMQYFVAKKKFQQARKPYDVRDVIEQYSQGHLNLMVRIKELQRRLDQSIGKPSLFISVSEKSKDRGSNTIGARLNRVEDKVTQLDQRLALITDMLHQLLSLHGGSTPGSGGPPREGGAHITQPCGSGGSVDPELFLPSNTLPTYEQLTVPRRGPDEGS
#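 Schedule – 37 °C overnight plating, 90-min dark dye load, 20-min compound pretreatment · System – stable KCNQ1 CHO-K1 line · Probe or stimulus – thallium- and potassium-containing depolarizing buffer · Measured by – kinetic FluxOR fluorescence, 10 s baseline plus 110 s post-stimulus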
# Dyrk1A ADPGlo = inhibitors of rat Dyrk1A kinase; ADP-Glo luminescence, NFATc1 peptide; 0.43% of 310,000 active; inhibition, % at 12.5 µM; AID 504441; Q63470; in the data active = inhibition above about 50%;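 also: plate controls were vehicle with enzyme for no effect and no enzyme for full effect; many of its hits are not listed in these tables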
# hERG protect = compounds protecting human hERG from proarrhythmic drug block. Q12809. 0.51% of 310,000 active. activation (rescue from dofetilide block), less the hit threshold, % at 10 µM. CHO-hERG, FluxOR thallium flux, dofetilide IC70 present;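 active = activation above the mean of controls blocked by dofetilide plus 5 SD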;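 also: thallium influx through hERG after potassium depolarization seen as dye fluorescence rise; in these data hits start at about 4.7%; inactives centre near -7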
# PolyA inhibitor = blocks polyadenylation in yeast reporter cells | AID 1875 | calls only at 12 µM | S. cerevisiae SKY197-pL101 polyadenylation reporter, beta-gal luminescence; efflux-impaired pdr1/pdr3 knockout yeast; score 100 = 6 SD above DMSO | 0.02% of 300,000 active;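 active = lowest replicate activity score at least 50, where 100 means six control SD above control mean; inconclusive = lowest score under 50 but half or more replicates reach 50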;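 also: yeast exposed to compound for 9 h at 30 °C; higher score means more reporter readthrough which indicates perturbed polyadenylation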
# KCNK3 block = human KCNK3 channel inhibition, primary screen | CHO-KCNK3 thallium flux, FluxOR fluorescence; stronger effect = lower value | B-score at 10 µM | 0.84% of 340,000 active;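 active = B-score under library mean minus 4 SD, starting fluorescence ratio at most library mean plus 5 SD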;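 also: more negative B-score means stronger inhibition of thallium flux through KCNK3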
# Target sequence (O14649 whole entry, looked up): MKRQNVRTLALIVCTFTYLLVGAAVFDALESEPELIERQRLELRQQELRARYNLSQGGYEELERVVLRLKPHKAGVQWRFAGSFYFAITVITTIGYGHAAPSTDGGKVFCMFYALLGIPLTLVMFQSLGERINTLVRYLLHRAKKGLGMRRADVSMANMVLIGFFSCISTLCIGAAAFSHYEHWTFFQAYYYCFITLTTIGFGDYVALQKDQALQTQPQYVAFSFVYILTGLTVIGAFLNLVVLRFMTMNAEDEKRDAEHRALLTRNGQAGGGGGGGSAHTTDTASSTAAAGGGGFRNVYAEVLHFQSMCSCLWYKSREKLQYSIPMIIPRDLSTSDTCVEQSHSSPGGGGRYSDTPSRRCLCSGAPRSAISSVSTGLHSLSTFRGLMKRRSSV
# KCNQ1 block = inhibitors of human KCNQ1 potassium channel; P51787; CHO-K1 KCNQ1, FluxOR thallium flux fluorescence; stronger effect = higher value; B-score at 10 µM; 1.3% of 310,000 active; AID 2642;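 active = compounds whose thallium flux B-score, printed positive for inhibition, exceeds three library SD while starting fluorescence stays within three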;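 also: channel opened by potassium depolarization with thallium stimulus after 20 min compound exposure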
# GSK3beta inhib = blocks human GSK3beta kinase activity. P49841. GST-GSK3beta kinase, ADP-Glo luminescence, 60 min; stronger effect = lower value. activity score (negative = inhibition), % at 10 µM. 0.038% of 300,000 active. AID 2097;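 active = more than half of replicate wells score below -50%, meaning over 50% inhibition versus plate controls; inconclusive = some replicates but at most half score below -50%; inactive = no replicate scores below -50%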;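 also: 0% = median DMSO wells and -100% = median GW8510 positive control wells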
#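 Test system: GST-tagged human GSK3beta kinase, cell-free; evaluation: activity score scaled between in-plate DMSO and GW8510 controls; measured by: ADP-Glo luminescence; incubation: 60 min reaction, RT; benchmarks: DMSO and 20 µM GW8510; reagent: peptide substrate plus 25 µM ATP (final); medium: Tris/MgCl2 kinase buffer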
# KCNK9 inh = human KCNK9 channel inhibition. AID 488922. Q9NPC2. 1.2% of 310,000 active. B-score at 10 µM. HEK293 KCNK9, FluxOR thallium flux fluorescence; stronger effect = lower value;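 active = ratio B-score over 3 SD below the library mean, with starting fluorescence within 5 SD of its mean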;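 also: negative B-score means less thallium flux so channel inhibition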
# HDAC3 inh = blocks human histone deacetylase 3 | O15379 | 0.15% of 320,000 active | recombinant HDAC3, fluorogenic peptide/trypsin coupled, fluorescence | AID 2718 | inhibition, % at 8.3 µM; in the data active = inhibition above about 26%, passing the limit was not always enough; inconclusive = no clear call, values can overlap the other calls
# RGS4 act = potentiators or activators of RGS4 | HEK293 M3R/inducible RGS4, carbachol calcium flux Fluo4; stronger effect = lower value | B-score at 10 µM | 0.92% of 310,000 active | AID 463111;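 active = B-score of the integrated calcium signal more than 4 SD below the library mean, with starting fluorescence not abnormally high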;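 also: negative B-score means reduced calcium response which marks RGS4 activation or potentiation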
#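 System: HEK293 FlpIn-TREx cells, stable M3R, doxycycline-inducible RGS4. Timing: overnight RGS4 induction, 30 min dye load 37 °C, 20 min compound RT. Also added: carbachol, ECmax concentration. Measured by: Fluo4 fluorescence kinetic imaging of calcium. Evaluation: integrated calcium ratio converted to B score.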
# Numbers without * were called inactive; i = inactive; ? = inconclusive; nt = no result given. Not all compounds are listed; count on the stated rates, not on these rows.
canonical_smiles	GSK3A inh	KCNQ1 act	Dyrk1A ADPGlo	hERG protect	PolyA inhibitor	KCNK3 block	KCNQ1 block	GSK3beta inhib	KCNK9 inh	HDAC3 inh	RGS4 act
Cn1c(SCc2ccc(Cl)cc2Cl)nc(C(F)(F)F)cc1=O	nt	i	1.3	-9.7	i	i	i	4.3	i	-0.5	i
CCC(C(=O)Nc1cccc(C(=O)O)c1C)c1ccccc1 (centres undefined)	0.1	i	3.1	-8.5	i	i	i	2.3	i	-5.7	i
COc1ccc(CCN(C(=O)C(F)(F)F)C(C(=O)NC2CCCCC2)c2ccc(C)s2)cc1OC (centres undefined)	9.5	i	nt	-4.0	i	i	i	2.5	i	0.7	i
O=C(N1CCC(n2nc(-c3ccccc3)oc2=O)CC1)C1(c2ccc(Cl)cc2)CC1	-2.4	i	7.4	-9.8	i	i	i	-0.6	i	-0.5	i
Cc1cc(C)c(/C=N/NC(=O)c2nnn(-c3nonc3N)c2COc2ccc(F)cc2)c(C)c1	-2.1	i	nt	-2.3	i	i	i	-1.7	i	12.8	i
Cc1cc(/C=N/NC(=O)c2ccsc2)c(C)n1-c1cnccn1	4.7	i	-1.7	-5.8	i	i	i	0.0	i	6.1	i
O=C(Nc1nnc(-c2ccccc2Cl)o1)c1ccc(S(=O)(=O)N2CCCCCC2)cc1	2.3	i	nt	-6.5	i	nt	i	0.5	i	1.1	i
CN1C(=O)C(CCC(=O)O)NC1=S (centres undefined)	-0.6	i	-4.8	-8.3	i	i	i	1.7	i	-2.5	i
N#CC1=C(N)C2=CCCC[C@H]2[C@H](c2cccc(F)c2)C1(C#N)C#N	2.2	i	2.5	-10.4	i	i	i	0.1	i	4.6	i
COc1ccccc1NC(=S)N1CCC(C(=O)c2ccc(F)cc2)CC1	-2.7	i	nt	-2.8	i	i	i	-5.5	i	-5.7	i
CCOC(=O)C1CCN(S(=O)(=O)c2ccc3c4c(cccc24)C(=O)N3)CC1	-1.8	i	-2.9	-5.8	i	i	i	1.3	i	-11.5	i
C[C@H](NC(=O)c1nc[nH]c1C(=O)NC1CCN(C(=O)OC(C)(C)C)CC1)C(=O)OC(C)(C)C	37.6	i	-1.0	-14.4	i	i	i	-2.2	i	5.0	i
Cc1c(CCC(=O)O)c(=O)oc2cc(OCc3cccc(Cl)c3)ccc12	-2.9	i	1.7	-5.4	i	i	i	0.6	i	-38.7	i
O=C(CSc1nnc(CNC(=O)c2cccs2)o1)Nc1ccc(F)cc1F	-2.5	i	-0.1	-9.1	i	i	i	nt	i	5.0	i
O=C(NCc1cccnc1)c1cc2nc(-c3ccc4c(c3)OCO4)cc(C(F)(F)F)n2n1	-0.8	i	-1.6	-15.2	i	i	i	4.1	i	-4.7	i
COc1cc(/C=N\NC(=O)c2ccc(-c3ccccc3)cc2)ccc1OCC(N)=O	0.2	i	-4.5	-8.9	i	i	i	0.6	i	4.8	i
CNC(C)C#Cc1ccc2oc3cccc(OC)c3c(=O)c2c1 (centres undefined)	2.7	i	1.3	-12.0	i	i	i	-1.9	i	-6.7	i
CN1C(=O)CC(N2CCN(CC(=O)N3CCCC3)CC2)C1=O (centres undefined)	-1.7	i	11.8	-9.2	i	i	i	-0.1	i	-5.0	i
CC(C)(C)OC(=O)N1CCC(Cc2cc(-c3cccnc3)no2)(C(=O)O)CC1	-7.7	i	-18.9	-12.1	i	i	i	4.9	i	1.5	i
CC(=O)Nc1ccc(NC(=O)C2CCCN(S(=O)(=O)c3ccc(Cl)cc3)C2)cc1 (centres undefined)	-1.1	i	-4.3	-2.6	i	i	i	4.0	i	2.3	i
CC(NC(=O)CSc1ncccn1)c1ccccc1 (centres undefined)	-0.4	i	-2.0	-2.5	i	i	i	4.6	i	-0.6	i
CCC(=O)N1CC2(CC(c3cccc(NC(=O)CC(c4ccccc4)c4ccccc4)c3)=NO2)C[C@H]1C(N)=O (some centres undefined)	0.4	i	-5.4	-11.9	i	i	i	-3.9	i	5.3	i
Cc1ccc(S(=O)(=O)NNC(=O)c2cc(C)cs2)cc1	-2.2	i	3.7	-3.4	i	i	i	-0.3	i	nt	i
CCC(C)n1c(NC(=O)c2ccccc2)c(C#N)c2nc3ccccc3nc21 (centres undefined)	9.0	i	-10.1	-15.3	i	i	8*	-1.9	i	3.2	i
O=C(CCCN1C(=O)/C(=C\c2ccco2)SC1=S)Nc1ccc2ccccc2c1	0.8	i	-3.3	-13.2	i	i	i	-2.1	i	-15.2	i
O=C(/C=C/c1ccccc1[N+](=O)[O-])NCCCn1ccnc1	11.1	i	-2.4	-10.2	i	i	i	-2.1	i	-6.0	i
Cc1ccccc1/C=C1\OC(=O)c2ccccc21	-3.4	i	5.8	-8.1	i	i	i	-2.0	i	10.1	i
O=S(=O)(NCC1CCCO1)c1ccc2ccccc2c1 (centres undefined)	-1.0	i	-2.9	-1.4	i	i	i	2.3	i	-1.0	i
COc1ccccc1C(=O)N1C(CC(=O)Nc2cc(Cl)ccc2C)C(=O)NC2CCCCC21 (centres undefined)	-2.4	i	0.1	-13.3	i	i	i	1.3	i	5.5	i
CC(C)C(=O)NC(c1ccc(Cl)cc1Cl)c1ccc2cccnc2c1O (centres undefined)	0.7	i	3.0	-7.9	i	i	i	-1.0	i	-3.4	i
CC(C)OC(=O)CSc1nc2cc3c(cc2cc1C#N)OCO3	6.8	i	-4.4	-10.8	i	i	i	-1.2	i	2.9	i
CCC(C(=O)NCc1ccc(F)cc1)N(Cc1ccco1)C(=O)c1snc(C(N)=O)c1N (centres undefined)	-2.2	i	-1.6	-5.9	i	i	i	-0.5	i	-8.8	i
COCCn1c(SCC(=O)Nc2cc(C)on2)nc2c(c1=O)SC(C)C2 (centres undefined)	-0.4	i	3.8	-9.1	i	i	i	-3.8	i	4.0	i
Cc1ccc(C(=O)N2c3ccc(F)cc3CCC2C)o1 (centres undefined)	-2.8	i	-10.3	-7.6	i	i	i	-2.6	i	-0.5	i
Cc1cc(NCc2ccncc2)ccc1Br	0.7	i	-1.3	-7.4	i	i	i	-4.2	i	-1.4	i
O=C(CCC(=O)NC1CCCCCCC1)Nc1nnc(C(F)(F)F)s1	1.7	i	4.4	-7.9	i	i	i	2.0	i	1.2	i
COc1cc(C(=O)O[C@H]2C/C(C)=C/CC[C@@]3(C)O[C@@H]3[C@H](O)[C@@H]2C(C)C)cc(OC)c1OC	-1.1	i	-1.9	-11.1	i	i	i	-5.4	i	2.7	i
O=C(c1ccncc1)c1ccc(N2CCN(C3CC(=O)N(Cc4cccs4)C3=O)CC2)cc1 (centres undefined)	2.1	i	-1.9	-21.9	i	i	i	2.2	i	nt	i
Cc1cc(C)cc(NC(=O)CSc2nc(CSc3ccc(Cl)cc3)cc(=O)[nH]2)c1	-2.4	i	3.2	-11.3	i	i	i	9.4	i	-2.8	i
Cc1ccccc1N=C1N=C(N)c2ccccc21	nt	i	1.6	-1.2	i	i	i	0.0	i	nt	i
CCSc1nccc(-c2nn(-c3ccc(C)cc3)ccc2=O)n1	0.1	i	-4.3	-4.8	i	i	i	nt	i	4.7	i
CC(C(=O)Nc1cccc(S(=O)(=O)N2CCOCC2)c1)N1CCN(C)CC1 (centres undefined)	-2.0	i	0.7	-5.3	i	i	i	3.4	i	5.4	i
N=c1sccn1CC(=O)Nc1cc(Cl)ccc1[N+](=O)[O-]	-1.1	i	-1.0	-7.8	i	i	i	1.2	i	3.0	i
CCCn1nnc(NC(=O)C(c2ccccc2)c2ccccc2)n1	-3.1	i	1.8	6.6*	i	i	i	0.6	i	-3.1	i
O=S(=O)(NCCC1CC1(Cl)Cl)c1ccccc1 (centres undefined)	-2.3	i	19.7	-1.2	i	i	i	-4.6	i	-0.5	i
OC(COc1ccccc1)CN1CCN(CC(O)COc2ccccc2)CC1 (centres undefined)	-0.9	i	9.2	-16.3	i	i	i	5.4	i	?	i
CCOc1ccc(N(CCCCO)C(=S)NC(=O)c2ccc(C)c(Br)c2)cc1	0.1	i	-0.7	-3.5	i	i	i	1.7	i	11.7	i
COc1cc(/C=C/C(=O)OCC(=O)NCCN2C(=O)CSC2=O)ccc1OC(F)F	nt	i	6.1	-8.0	i	i	i	-1.4	i	nt	i
O=C(CCCSc1nc2ccccc2[nH]1)NCc1ccccc1Cl	2.9	i	3.1	-17.6	i	i	i	0.7	i	3.1	i
CC(=O)Nc1c2c(nn1-c1ccc(C)cc1C)CS(=O)C2 (centres undefined)	-2.9	i	-1.6	-7.2	i	i	i	0.9	i	2.9	i
O=C(NCCc1csc(-c2cccnc2)n1)c1ccc(Br)o1	47.3	i	22.4	-11.6	i	i	i	-22.7	i	nt	i
Cc1ccc(-c2ccc(C(=O)O)[nH]2)cc1	-5.9	i	2.0	-12.0	i	i	i	-1.4	i	11.2	i
CN1CCN(S(=O)(=O)c2ccc(NC(=O)Nc3cccc(Cl)c3)cc2)CC1	0.6	i	15.4	-21.3	i	i	11*	-1.3	i	6.1	i
Cc1cccc(SC2CCN(Cc3nc(CC4CC4)no3)CC2)c1	-5.2	i	-4.9	-12.1	i	i	i	0.9	i	-0.9	i
CCCCOc1ccc(C(=O)NNC(=O)C2C3CCC(C3)C2C(=O)O)cc1 (centres undefined)	0.7	i	-10.5	-7.8	i	i	i	4.7	i	-6.8	i
CCOc1ccccc1NC(=O)c1ccccc1-c1ccccc1	-1.5	i	7.2	-4.1	i	i	i	-0.6	i	13.6	i
O=C(/C=C/c1cccs1)Nc1scc(-c2ccccc2)c1C(=O)O	nt	i	nt	-15.9	i	i	i	-4.1	i	nt	i
Cn1nnnc1SCCNCc1ccccc1OCc1ccc(F)cc1	0.7	i	-4.9	-7.8	i	i	i	0.4	i	-6.1	i
